# Pemphigus Ab inh – inhibitors of pemphigus antibody binding to human desmoglein-3; P32926; DSG3-coupled beads, scFv-anti-DSG3-GFP binding, flow cytometry; active compounds read low; binding (percent of control), % at 10 µM; 0.48% of 310,000 active;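 active = binding more than 3 SD below its plate's average and above zero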;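 also: hits lower antibody fragment binding to DSG3; some compounds called inactive have numbers as strong as hits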
# PKA-R1A activ – activates the PKA-R1A holoenzyme complex; 0.083% of 340,000 active; activation, % at 11.4 µM; PKA-R1A dissociation, Cy5-IP20 fluorescence polarization; scaled: DMSO 0%, 113 µM cGMP 100%;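 active = percent activation above the mean of all tested compounds plus 3 SD, cut at about 19% in these data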;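 also: higher means more PKAc released from R1A so a rise in polarization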
# NSD2 HMT inh – inhibitors of human histone methyltransferase NSD2 | 0.54% of 310,000 active | NSD2 peptide methylation, AlphaScreen, 120 min | O96028 | inhibition, % at 12.5 µM; in the data active = inhibition above about 50%
# Target sequence (O96028 whole entry, looked up): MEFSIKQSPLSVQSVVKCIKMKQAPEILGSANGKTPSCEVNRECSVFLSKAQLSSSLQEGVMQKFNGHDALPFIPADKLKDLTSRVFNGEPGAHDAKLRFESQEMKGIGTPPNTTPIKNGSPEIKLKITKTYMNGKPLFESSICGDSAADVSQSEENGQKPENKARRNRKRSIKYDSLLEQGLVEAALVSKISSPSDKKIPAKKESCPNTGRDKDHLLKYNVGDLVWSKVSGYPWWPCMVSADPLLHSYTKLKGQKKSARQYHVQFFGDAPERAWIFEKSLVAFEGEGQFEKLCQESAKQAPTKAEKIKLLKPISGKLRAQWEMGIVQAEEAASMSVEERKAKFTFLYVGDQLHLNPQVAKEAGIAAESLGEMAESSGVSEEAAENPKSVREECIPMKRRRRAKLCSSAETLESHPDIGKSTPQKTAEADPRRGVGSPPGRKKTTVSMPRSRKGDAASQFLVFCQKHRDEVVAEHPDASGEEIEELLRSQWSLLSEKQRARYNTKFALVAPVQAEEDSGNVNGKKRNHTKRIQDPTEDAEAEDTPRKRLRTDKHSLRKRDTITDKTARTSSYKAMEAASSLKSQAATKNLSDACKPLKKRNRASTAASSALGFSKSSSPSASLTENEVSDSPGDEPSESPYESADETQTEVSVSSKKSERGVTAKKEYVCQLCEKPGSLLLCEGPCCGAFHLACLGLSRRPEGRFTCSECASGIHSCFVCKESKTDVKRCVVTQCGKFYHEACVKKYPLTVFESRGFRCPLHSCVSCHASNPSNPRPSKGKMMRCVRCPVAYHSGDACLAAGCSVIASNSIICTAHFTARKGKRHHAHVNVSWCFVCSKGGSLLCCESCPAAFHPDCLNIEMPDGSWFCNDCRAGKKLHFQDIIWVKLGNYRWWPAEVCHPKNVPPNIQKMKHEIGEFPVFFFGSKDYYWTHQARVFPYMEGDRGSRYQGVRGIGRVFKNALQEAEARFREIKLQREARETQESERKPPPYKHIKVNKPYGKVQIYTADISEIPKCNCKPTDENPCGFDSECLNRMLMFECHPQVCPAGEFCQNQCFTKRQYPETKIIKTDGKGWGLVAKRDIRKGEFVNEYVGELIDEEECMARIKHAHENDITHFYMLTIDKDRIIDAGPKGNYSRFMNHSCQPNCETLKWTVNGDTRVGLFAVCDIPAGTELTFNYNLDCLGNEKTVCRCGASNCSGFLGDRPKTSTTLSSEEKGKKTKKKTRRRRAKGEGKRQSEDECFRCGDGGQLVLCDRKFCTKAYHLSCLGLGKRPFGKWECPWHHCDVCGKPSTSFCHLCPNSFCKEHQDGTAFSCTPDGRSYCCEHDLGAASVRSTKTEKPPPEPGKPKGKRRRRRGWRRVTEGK
# SR-BI uptake up – SR-BI HDL lipid transfer activation; CHO ldlA[mSR-BI] cells, DiI-HDL uptake fluorescence, 3 h; 100 = double the neutral-control signal; activation, % at 12.5 µM; 0.096% of 320,000 active;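 active = mean replicate activation of at least 60% and every replicate at or above 60%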;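 also: 0% = median plate neutral-control signal and 100% = twice that signal; values of inactives mirror those of a sister screen read the other way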
#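 Assay system: CHO ldlA[mSR-BI] cells, LDL receptor-null, SR-BI overexpressing; medium: Ham's F12 with 0.5% BSA, HEPES 25 mM, pH 7.4; also added: DiI-HDL 10 µg/mL; timing: 3 h uptake period with compound, 37 °C; signal: DiI fluorescence, bottom read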
# MITF act – MITF TRPM1 promoter activation in melanoma cells; SK-MEL-5 TRPM1-promoter luciferase, 24 h; % of positive control, neutral wells = 0; activation, % at 12.5 µM; 0.75% of 300,000 active; AID 588334;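 active = mean activation of at least 80% with every replicate also reaching 80%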;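 also: 0% = neutral control wells and 100% = parthenolide positive control wells; values of inactives mirror those of a sister screen read the other way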
# CDK5 p35 inh – CDK5/p35 (human) kinase inhibition; Q00535+Q15078; Recombinant CDK5/p35, ADP-Glo luminescence, 60 min; inhibition, % at 10 µM; 0.01% of 330,000 active; AID 488839;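 active = highest replicate inhibition of at least 50% and at least 75% of replicates reaching 50%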;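 also: plate controls were DMSO neutral control for no effect and GW8510 at 10 µM for full effect; many of its hits are not listed in these tables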
# PKA-R2B act – activators of human PKA-R2B complex | P22694+P31323 | PKA-R2B holoenzyme dissociation, Cy5-IP20 fluorescence polarization; R2B truncated from residue 108, S112A mutant; 0% DMSO only, 100% 113 µM cGMP | activation, % at 11.4 µM | 0.079% of 340,000 active | AID 504700;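 active = activation above a cutoff set at the mean over all compounds plus 3 SD, cut at about 18% in these data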;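 also: higher means more holoenzyme dissociation and a rise in polarization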
# dFosB activator – enhances mouse delta FosB homodimer DNA binding; purified delta FosB, TAMRA-CDK5 oligo fluorescence polarization; percent of positive-control signal above neutral wells; activation, % at 25 µM; 0.99% of 340,000 active; AID 493131;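 active = mean activation above about 17%, with every replicate also reaching it, limit read from the data, passing the limit was not always enough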;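 also: fluorescence polarization rise as delta FosB binds a TAMRA Cdk5 AP-1 oligo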
# Arrestin-AP2 inh – inhibitors of human beta-arrestin and AP2 interaction. FITC-arrestin peptide / GST-AP2 beads, flow cytometry; AP2 beta2 appendage carries R879A mutation. 0.31% of 340,000 active. inhibition, % at 10 µM. AID 504490;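 active = inhibition above a set limit, near 3 SD of compounds lacking own fluorescence, cut at about 54% in these data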;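 also: plate controls were DMSO wells for no effect and 5 µM unlabelled arrestin peptide for full effect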
#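 System: GST-AP2 R879A bound to glutathione beads, E. coli-expressed. Also added: 50 nM FITC-arrestin peptide. Schedule: compound with beads 12 min RT, then probe 1 h RT. Signal: bead flow cytometry, FITC channel. Read-out basis: percent response.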
# SR-BI DiI inh – inhibitors of mouse SR-BI mediated HDL lipid uptake; Q61009; ldlA[mSR-BI] CHO cells, DiI-HDL uptake fluorescence, 3 h; inhibition, % at 12.5 µM; 0.96% of 320,000 active; AID 488896;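 active = mean replicate inhibition of at least 70% and a set share of replicates each scoring 70 or more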;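 also: 0% = median of neutral control wells and 100% = median of positive control wells; values of inactives mirror those of a sister screen read the other way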
# Mot1-301 SUMO – inhibitors of SUMOylation pathway: yeast Mot1-301 growth rescue; S. cerevisiae Mot1-301 growth rescue, ATP luminescence, 38.5C; percent above DMSO median, 100 means doubled; growth rescue, % at 18.8 µM; 1% of 320,000 active;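 active = every valid replicate shows activation above 250% relative to neutral control wells; inactive = the rest, any valid replicate at or below 250%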;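 also: OY570 slx delta 5 strain wells were the positive control but not used for scaling; some compounds called inactive have numbers as strong as hits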
# * marks the source's active call; other numbers are inactive results; nt = no result given; & = joins results of further samples.
SMILES,Pemphigus Ab inh,PKA-R1A activ,NSD2 HMT inh,SR-BI uptake up,MITF act,CDK5 p35 inh,PKA-R2B act,dFosB activator,Arrestin-AP2 inh,SR-BI DiI inh,Mot1-301 SUMO
CNC(=O)CCCCC(=O)N/N=C/c1ccc(Cl)cc1Cl,85,-10,7,-34,-5,-1.5,-3,-5,-8,34,-21
COc1ccc(/C=C/C(=O)Nc2ccc(S(=O)(=O)Nc3onc(C)c3C)cc2)cc1OC,95,1,-1,9,9,-2.6,0,3,3,-9,9
O=C(N/N=C/c1ccco1)c1cccc(S(=O)(=O)Nc2ccccc2Cl)c1,109,-2,4,29,14,-3.6,5,-13,-5,-29,-17
O=C(CC(=O)N/N=C\c1ccc(F)cc1)NCCc1ccccc1,106,0,-3,21,-2,0.5,-2,-5,18,-21,1
C=CCC1S/C(=N/N=C/c2cccs2)NC1=O (configuration not stated),88,-5,-1,-10,0,-0.7,0,5,-2,10,-10
Cc1nn(S(=O)(=O)c2ccccc2)c(C)c1Sc1ccc([N+](=O)[O-])cc1,99,1,4,0,15,-1.7,-4,-11,-2,0,-1
Cc1ccc(C(=O)Cn2nnc(-c3cccs3)n2)cc1,102,-4,nt,nt,43,0.3,6,8,0,nt,7
CCc1nnc(NC(=O)CSc2nc3[nH]ncc3c(=O)[nH]2)s1,85,6,3,20,-6,-0.6,3,-2,4,-20,nt
Oc1ccccc1N=Nc1nc(-c2ccccc2)c(-c2ccccc2)[nH]1,94,1,3,-53,-80,1.2,5,-11,3,53,120
Cn1cc(Cl)c(C(=O)NC2CCCC2)n1,95,-5,nt,1,nt,0.7,2,-1,6,-1,8
CCN(CC)S(=O)(=O)c1cc(NC(=O)C(C)N2CCc3ccccc32)ccc1C (configuration not stated),119,-2,0,-25,-26,0.6,-7,-10,-3,25,-5
O=C(CCNC(=O)Cn1ccc2ccccc2c1=O)NCCN1CCc2ccccc2C1,72,-13,4,-1,-14,-0.3,0,-4,13,1,-21
COc1cccc(C(=O)N(Cc2ccc3c(c2)OCO3)Cc2nc3ccccc3c(=O)[nH]2)c1,99,8,-1,3,nt,0.9,-5,-1,-15,-3,-13
Cc1ccc(S(=O)(=O)Nc2cccc(C(=O)NCC(c3ccccc3)N(C)C)c2)cc1F (configuration not stated),96,-8,-1,21,5,3.4,-12,-3,23,-21,8
CN(CC(=O)Nc1cccc(S(=O)(=O)N2CCCC2)c1)CC(=O)Nc1ccc(F)c(F)c1F,103,-6,1,-9,nt,-0.7,-2,-10,4,9,nt
c1c[nH]c(CN2CCN(Cc3ncc[nH]3)CC2)n1,98,7,-3,14,-5,1.8,1,12,-15,-14,nt
Cc1nc(SCc2c(F)cccc2Cl)n[nH]1,107,13,2,26,13,-0.4,1,-11,-3,-26,-8
CCC1=Nc2cc(C(=O)NCCCOC(C)C)ccc2Sc2ccccc21,nt,5,-4,nt,-32,-0.6,-6,-3,5,19,-7
O=C(NCC1CCCO1)Nc1cccc(Cl)c1 (configuration not stated),100,-3,-4,0,12,0.1,2,-8,-6,0,-7
COc1ccccc1C=NN=Cc1ccccc1O,95,-2,-6,-17,17,2.2,7,-7,-5,17,nt
CCCOc1cccc(C(=O)NCCCNC(=O)c2cccnc2)c1,102,9,-1,11,6,2.0,0,2,9,-11,0
CCCCc1nnc(NC(=O)c2oc3ccccc3c2C)s1,95,-8,0,20,37,0.8,2,-18,-10,-20,23
COC(=O)C(C)Sc1nnc(Cc2cc(=O)[nH]c(=O)[nH]2)n1-c1ccc(OC)cc1 (configuration not stated),108,5,nt,-2,-3,-6.2,1,0,2,2,nt
CCOc1ccccc1-n1nnnc1SC(C)C(=O)OC (configuration not stated),110,-4,-1,18,5,0.5,4,3,44,-18,7
O=[N+]([O-])c1nn(-c2ccc3c(c2)OCCO3)n(O)c1=NCCC1=CCCCC1,101,-3,6,-5,49,0.1,-9,0,27,5,39
# (further entries)
SMILES,Pemphigus Ab inh,PKA-R1A activ,NSD2 HMT inh,SR-BI uptake up,MITF act,CDK5 p35 inh,PKA-R2B act,dFosB activator,Arrestin-AP2 inh,SR-BI DiI inh,Mot1-301 SUMO
CCN(CC)c1ccc2cc(-c3nc(-c4cc5ccccc5oc4=O)cs3)c(=O)oc2c1,192,-3,nt,12,-12,-0.5,-18,-12,-20,-12,nt
CC(Oc1ccccc1)C(=O)Nc1ccc(C(N)=O)cc1 (configuration not stated),108,1,2,20,-1,-2.1,-2,1,2,-20,13
CC1CC(C)CN(CCCNC(=O)CC2Oc3ccccc3NC2=O)C1 (configuration not stated),111,-4,nt,0,-3,0.0,-18,0,-1,0,-4
O=c1oc(CCO)cc2ccccc12,107,-4,nt,8,15,-2.8,-4,2,10,-8,-6
CCN(c1ccccc1)S(=O)(=O)c1ccc(C(C(=O)OC)C(=O)OC)c([N+](=O)[O-])c1,103,1,3,1,9,0.4,5,-4,8,-1,8
CC(C)OCCCNc1ccc(N2C(=O)CCCC2=O)cc1[N+](=O)[O-],97,-4,6,1,11,0.6,-8,1,40,-1,237
O=C1C(Br)=Cc2cccc3cccc1c23,110,8,4,8,-8,-1.1,5,3,34,-8,-13
CCn1cnc2c([N+](=O)[O-])c(NS(=O)(=O)c3ccc(C)cc3)ccc21,103,-7,nt,39,5,0.2,-2,3,-1,-39,12
CN1CCN(CCCN2c3ccccc3Sc3ccc(Cl)cc32)CC1,107,-1,nt,-31&-16,15,-0.6,-1,12,16,31&16,6&193
Cc1cc(NC(=O)CSc2ncnc3c2cnn3-c2cccc(Cl)c2)no1,119,-2,-1,-1,-5,0.7,1,3,43,1,10
O=C(c1ccc(-c2ccc([N+](=O)[O-])cc2Cl)o1)N1CCOCC1,108,2,10,20,-8,-0.4,-7,-8,-13,-20,-10
COc1ccc(NC(=O)Nc2ccccc2C)c(OC)c1,105,3,-1,3,3,-0.7,0,4,26,-3,518
CCC1(CC)Cc2ccccc2-c2[nH]c(=S)[nH]c(=O)c21,110,-8,0,-2,-9,1.1,-6,-2,11,2,-22
CCn1nc(C)c(NC(=O)CSc2nnc(-c3ccco3)n2C)c1C,92,-9,nt,13,-3,14,-4,1,32,-13,-9
CNC(=O)CSc1nnc(CCc2ccccc2)n1-c1ccccc1,nt,-3,-2,29,-7,-0.1,-14,-3,34,-29,-12
Cc1cc(C)n2nc(C(=O)N/N=C/c3ccc(Cl)cc3)nc2n1,99,-3,-1,10,13,2.5,8,-11,9,-10,125
O=C(O)Cc1cccc(=O)c(O)c1C(=O)O,88,2,47,16,-5,1.1,3,-4,48,-16,nt
Cc1ccccc1NC(=S)c1nc2ccccc2[nH]1,86,-6,-6,-79,17,-0.5,3,-3,23,79*,16
COc1ccccc1N1CCN(CC(=O)Nc2ccc(C)c(F)c2)CC1,nt,1,1,-17,-8,-1.0,-6,2,30,17,19
CO/N=C(/C)CCS(=O)(=O)c1ccccc1,99,0,1,17,2,-0.5,5,0,-19,-17,17
COc1ccc(NC(=O)CN(C)C(=O)c2cccc(Oc3ccccc3)c2)cc1,100,0,-1,-20,-8,-0.6,-3,-1,28,20,4
COC(=O)c1sc(S(=O)(=O)Nc2c(C)nn(C)c2C)c(C(=O)OC)c1C,97,-3,-1,3,6,-1.4,4,-6,-4,-3,nt
O=C(OCC(=O)N1CCCc2ccccc21)c1ccc(Br)o1,111,-16,1,-11,-7,0.6,2,4,4,11,nt
Cc1ccc(NCCC(=O)c2ccc(Cl)cc2)cc1,97,1,2,0,7,1.5,-1,-1,3,0,nt
Cc1ccc(SC[C@H](C)CN2CC[C@H](C(C)(C)C)CCC2=O)cc1,nt,-11,nt,7,-8,-2.0,-4,7,-3,-7,-32

# Only MITF act, for some of the entries so far:
molecule,MITF act
Cc1ccccc1NC(=S)c1nc2ccccc2[nH]1,17
COc1ccccc1N1CCN(CC(=O)Nc2ccc(C)c(F)c2)CC1,-8
CO/N=C(/C)CCS(=O)(=O)c1ccccc1,2

# (listing goes on)
SMILES,Pemphigus Ab inh,PKA-R1A activ,NSD2 HMT inh,SR-BI uptake up,MITF act,CDK5 p35 inh,PKA-R2B act,dFosB activator,Arrestin-AP2 inh,SR-BI DiI inh,Mot1-301 SUMO
COC(=O)Nc1sc2c(c1C(N)=O)CCC(C)C2 (configuration not stated),109,-4,-2,-48,6,1.5,6,-5,11,48,nt
COC(=O)c1ccc2c(=O)n(-c3ccccc3)c(SCN3C(=O)c4ccccc4C3=O)nc2c1,97,-4,-4,-14,-15,nt,5,9,10,14,19
CCCCCCCN1C=CC(=O)CC1,107,-6,nt,11,5,0.5,4,0,10,-11,-4
NC(=O)[C@@H]1CCCN1Cc1nc(Cc2ccccc2F)no1,104,12,-1,nt,-2,0.7,-8,1,0,nt,9
O=c1cc(-c2cccc(F)c2)oc2ccccc12,94,-1,-3,-13,30,-0.1,0,-32,-9,13,nt
O=C(CNS(=O)(=O)c1ccc(Br)cc1Cl)OCC(=O)N1CCCC1=O,nt,1,-2,19,13,-0.8,-3,-4,4,-19,-3
Cc1ccc(OCC(O)CN2CCOCC2)c(C)c1 (configuration not stated),118,-5,3,-12,nt,-0.9,-11,-1,-24,12,5
C=CC#CC1(O)CC(C)[N+](C)(C)CC1C (configuration not stated),102,-7,9,-1,0,-0.8,-3,4,-2,1,-2
O=C(NCc1ccc(F)cc1)C1CCCN(C(=O)NCc2ccccc2)C1 (configuration not stated),94,-2,0,nt,-9,-0.1,3,1,27,nt,198
CC1SC(c2ccc(F)cc2)N(CCc2ccccc2)C1=O (configuration not stated),102,-5,-5,5,7,0.8,-3,0,9,-5,1
CCOC(=O)C1(Cc2ccccc2)CCN(Cc2cccc3nccnc23)CC1,90,-5,-1,18,6,-0.5,-14,-3,7,-18,6
COc1ccc(NC(=O)c2cc(S(=O)(=O)N(Cc3ccccc3)c3ccccc3)ccc2Cl)cn1,98,-13,1,-24,5,1.0,-13,0,-5,24,-4
CC(=O)OC(Cn1ccnc1)c1ccccc1 (configuration not stated),nt,-8,0,24,-4,0.7,-4,3,-1,-24,31

# Copied from the list.
# SR-BI DiI inh result of `O=c1cc(-c2cccc(F)c2)oc2ccccc12` : 13
# SR-BI uptake up result of `CC1SC(c2ccc(F)cc2)N(CCc2ccccc2)C1=O` (configuration not stated) : 5

# Source: PubChem BioAssay (several laboratories)
